LAP4 TOR yeast: modulators of TOR pathway LAP4-GFP in S. cerevisiae; GFP response vs DMSO, % at 10 µM; S. cerevisiae LAP4-GFP multiplex, flow cytometry GFP, 3 h; median GFP as percent of DMSO wells; AID 2023; hit rate 0.34% among 320,000;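 active = GFP response vs DMSO above a set limit, about the screen mean plus 3 SD, cut at about 150% in these data; inconclusive = under 70 cell events counted for the yeast strain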
RPL19A-GFP yeast: modulators of TOR pathway RPL19A-GFP in S. cerevisiae. S. cerevisiae RPL19A-GFP strain, flow cytometry, 3 h; hits give low values. percent response vs DMSO, % at 10 µM. hit rate 0.3% among 330,000. AID 2025;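 active = percent response vs DMSO below 50%; inconclusive = fewer than 70 events counted for the yeast strain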;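 note: median channel GFP fluorescence of the barcoded RPL19A-GFP strain; ratio of sample median GFP to plate DMSO average so 100% = DMSO; lower means less RPL19A-GFP as with rapamycin TOR inhibition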
AGP1 TOR yeast: modulators of TOR pathway AGP1-GFP in S. cerevisiae. GFP response vs DMSO, % at 10 µM. hit rate 0.02% among 320,000. S. cerevisiae AGP1-GFP multiplex flow cytometry, 3 h; GFP as percent of DMSO wells. AID 2066;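 active = GFP response relative to DMSO above a set limit, near screen average plus 3 SD, cut at about 150% in these data; inconclusive = fewer than 70 cells counted for the yeast strain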;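 note: median GFP channel fluorescence of the gated AGP1 strain per well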
GRK2 aptamer HTS: blocks RNA aptamer binding to human GRK2. P25098. bead flow cytometry, FAM-aptamer displacement from GRK2. inhibition of aptamer binding, % at 10 µM. hit rate 0.59% among 330,000. AID 488847;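 active = inhibition of aptamer binding above 40%, roughly 3 SD of noise, on plates passing a quality check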;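 note: median bead fluorescence of bound FAM aptamer so fluorescent compounds give negative values; no value below 0 was filed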
Target sequence (P25098 whole entry, looked up): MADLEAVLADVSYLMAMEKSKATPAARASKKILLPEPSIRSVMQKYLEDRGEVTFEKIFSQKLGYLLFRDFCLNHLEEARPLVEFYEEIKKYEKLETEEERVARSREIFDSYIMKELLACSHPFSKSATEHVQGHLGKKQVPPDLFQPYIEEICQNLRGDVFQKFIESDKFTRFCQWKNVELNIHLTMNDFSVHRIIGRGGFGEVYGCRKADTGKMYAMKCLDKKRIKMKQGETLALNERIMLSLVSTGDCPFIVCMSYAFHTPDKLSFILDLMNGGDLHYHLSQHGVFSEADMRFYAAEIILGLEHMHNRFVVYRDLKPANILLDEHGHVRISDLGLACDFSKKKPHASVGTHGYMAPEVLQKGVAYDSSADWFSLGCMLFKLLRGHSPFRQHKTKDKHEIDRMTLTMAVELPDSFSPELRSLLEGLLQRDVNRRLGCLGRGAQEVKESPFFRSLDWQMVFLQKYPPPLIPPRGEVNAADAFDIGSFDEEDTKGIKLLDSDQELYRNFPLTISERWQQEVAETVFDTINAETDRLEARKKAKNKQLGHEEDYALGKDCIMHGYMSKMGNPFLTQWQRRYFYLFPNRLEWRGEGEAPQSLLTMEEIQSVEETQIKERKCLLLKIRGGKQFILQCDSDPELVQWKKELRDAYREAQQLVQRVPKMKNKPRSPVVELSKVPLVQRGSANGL
CIT2-GFP yeast: alters CIT2-GFP fluorescence in TOR pathway yeast screen | S. cerevisiae CIT2-GFP strain, flow cytometry, 3 h; 100 means same as DMSO wells | hit rate 0.065% among 320,000 | GFP response vs DMSO, % at 10 µM;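 active = GFP response relative to DMSO above a set limit, near the screen mean plus 3 SD, cut at about 150% in these data; inconclusive = Fewer than 70 cells measured for a yeast strain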;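 note: ratio of well median GFP fluorescence to mean of DMSO wells on the plate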
VLA-4 inh: inhibition in a human VLA-4 binding assay. P13612. VLA-4 expressing cells, ligand binding flow cytometry. inhibition, % (about 7 µM as worked out from the volumes in the protocol). hit rate 0.2% among 330,000; in the data active = inhibition above about 50%
MEP2-GFP yeast: modulators of TOR pathway MEP2-GFP in S. cerevisiae. S. cerevisiae MEP2-GFP strain, flow cytometry GFP, 3 h; 100% = DMSO control level. GFP response vs DMSO, % at 10 µM. hit rate 0.51% among 330,000;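 active = GFP response versus DMSO above a set limit, roughly screen mean plus 3 SD, cut at about 180% in these data; inconclusive = fewer than 70 cells counted for a yeast strain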;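 note: median GFP fluorescence of the barcode-gated MEP2-GFP cells per well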
CR mimetic SO: yeast age-related superoxide inhibition as caloric restriction mimetic; S. cerevisiae aged cells, superoxide DHE fluorescence; hits give low values; superoxide response (% of plate mean), % at 10 µM; hit rate 0.18% among 330,000; AID 2690;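 active = superoxide response under a set limit, about three screen SD below normal, cut at about 65% in these data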;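 note: yeast aged for seven days with compound at 30 °C before DHE staining; 100% = average MFI of all compound-treated wells on the plate with controls excluded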
* hit, by the source's call; ? = inconclusive; / = no result given; [ ] = another dose, or the depositor's remark.

SMILES,AGP1 TOR yeast,LAP4 TOR yeast,GRK2 aptamer HTS,CIT2-GFP yeast,VLA-4 inh,CR mimetic SO,RPL19A-GFP yeast,MEP2-GFP yeast
Cc1cc(C)cc(NC(=O)CCn2ccnc2)c1,96,96,0,99,6,103,96,106
COC(=O)c1ccc(C)c(NC(=O)c2ccc(CN3CCc4ccccc4C3)cc2)c1,97,101,4,94,14,96,99,98
Cc1nn(C(C)C(=O)NCCCc2ccccc2)c(=O)c2cc3occc3n12 (stereo unspecified),105,96,0,97,2,94,100,105
O=C(c1cccc([N+](=O)[O-])c1)N1CCOCC1,97,81,2,97,-3,92,98,90
COC(=O)NC1CSCC1OC(=O)CN1C(=O)c2ccccc2C1=O (stereo unspecified),93,96,0,/,6,96,97,96
CCOCCCn1c(=S)[nH]c2cc(C(=O)NCCc3ccc(OC)c(OC)c3)ccc2c1=O,111,104,1,108,-1,103,112,115
CC(C)(C)NC(=O)NC(=O)COC(=O)C1c2ccccc2Oc2ccccc21,96,99,0,91,-5,97,104,110
FC(F)(F)c1nnc(N2CCN(c3ccc(Cl)cc3)CC2)s1,109,110,0,93,16,98,99,96
O=C(O)CN(Cc1ccccc1)S(=O)(=O)c1ccc2c(c1)OCCO2,103,101,0,104,21,101,101,100
CCCCN1CNC(=S)N(Cc2ccccc2)C1,100,101,0,109,14,90,102,107
CC[C@H](C)Cc1cn([C@@H](CCCCN)C(=O)NCCCCCCCCCCC(=O)N2CCNCC2)nn1,86,126,0,88,6,100,91,86
CCCCC(CC)CNC(=O)C1C2C=CC(C2)C1C(=O)O (stereo unspecified),104,96,0,/,5,105,103,101
CC(OC(=O)c1ccc2c(=O)n3c(nc2c1)CCCCC3)C(=O)Nc1ncc(Cl)cc1Cl (stereo unspecified),106,101,1,112,0,106,100,99
COc1ccc(-c2csc(NC(C)=O)n2)cc1OC,101,102,0,105,1,94,99,99
O=C(O)c1cc(-n2[nH]c(=O)c3ccccc3c2=O)ccc1Cl,107,111,4,101,-6,99,107,114
Cc1onc(-c2ccccc2Cl)c1C(=O)Nc1ccccc1N1CCOCC1,110,118,0,121,14,93,108,110
COc1ccc(N2CCN(c3nc(Cl)nc(Nc4ccc(F)cc4)n3)CC2)cc1,99,91,0,105,3,105,103,102
C=CCN(C(=O)c1csnn1)C(C(=O)NC1CCCCC1)c1ccccc1 (stereo unspecified),96,97,0,95,8,97,97,103
Cc1c(-c2ccccc2)oc2c(C(=O)N3CCN(c4ccccc4F)CC3)cccc2c1=O,106,98,1,100,-21,116,104,103
COCCNC(=O)/C(C#N)=C/c1cccc(OCc2ccccc2)c1,91,107,5,74,18,102,99,82

Continuation:
SMILES,AGP1 TOR yeast,LAP4 TOR yeast,GRK2 aptamer HTS,CIT2-GFP yeast,VLA-4 inh,CR mimetic SO,RPL19A-GFP yeast,MEP2-GFP yeast
CCn1c(SCCC(C)C)nnc1-c1c[nH]c2ccccc12,112,169*,0,109,-8,112,80,92
O=S(=O)(Nc1ccon1)c1cc(Cl)ccc1Cl,?,?,1,97,-7,124,98,93
Cc1cc(C)nc(SCC(=O)NC2=NN=C(c3ccc(Br)cc3)CS2)n1,100,109,0,97,-9,133,95,108
O=C(NCc1cccs1)c1ccc2c(c1)ncn2C1CCCC1,98,98,0,103,-5,94,97,102
COCCN(C(=O)Nc1ccc(F)cc1F)c1nc2ccccc2s1,102,101,3,103,9,99,107,105
CCOc1ccc(NC(=O)Cn2nnc(-c3ccccc3F)n2)cc1,108,103,4,/,5,92,106,105
CCC(C)N(C(=O)CSc1ccc(NC(C)=O)cc1)C1CCS(=O)(=O)C1 (stereo unspecified),83,110,4,100,0,108,97,64
COC(=O)c1ccc(CSCC(=O)Nc2ccccc2)cc1,93,127,1,101,-8,103,97,97
c1ccc(Cn2c(SCCN3CCOCC3)nnc2-c2cccnc2)cc1,110,91,0,/,-1,97,100,102
O=C(OCC(=O)N1CCCCCC1)c1cccs1,105,118,0,107,3,109,108,127
CCOC(=O)NCc1ccc(CNC(=O)OCC)cc1,108,103,2,110,-8,104,103,105
O=C(O)Cn1c(=O)cnc2ccccc21,98,88,0,93,29,105,96,101
CN(C)C(=O)COc1ccc(C(=O)/C=C/c2cccnc2)cc1,98,90,3,102,6,84,100,106
O=C(/C=C/c1ccc2ccccc2n1)N1CCN(c2ccccc2)CC1,88,108,0,79,-8,98,84,90
O=C1CC(O)(C(F)F)Oc2ccc3ccccc3c21 (stereo unspecified),93,101,9,99,-10,85,99,94
COc1ccc(C(C(=O)NCC2CCCO2)N(Cc2ccccc2)C(=O)CNC(=O)c2ccco2)cc1OC (stereo unspecified),101,97,0,99,10,96,107,106
COc1ccc(-c2noc(CSc3nc4ccccc4c(=O)n3-c3ccccc3)n2)cc1OC,/,92,0,88,6,85,92,99
COc1ccccc1C(c1nnnn1C(C)C)N1CCN(C(=O)c2ccco2)CC1 (stereo unspecified),92,102,0,90,3,87,93,93
Cc1ccccc1OCC(=O)N/N=C1\CC(=O)CC(C)(C)C1,106,97,0,102,-3,116,90,95
CCCSc1nc2cc(C)c(C)cc2n1CC(C)O (stereo unspecified),103,94,0,100,19,96,106,108

Next compounds
SMILES,AGP1 TOR yeast,LAP4 TOR yeast,GRK2 aptamer HTS,CIT2-GFP yeast,VLA-4 inh,CR mimetic SO,RPL19A-GFP yeast,MEP2-GFP yeast
CCOc1cc(C(=O)NCc2ccc(F)cc2)ccc1OCC(=O)N1CCCCC1,98,97,4,96,8,80,96,93
CC(C)CNC(=S)N1CCN(c2nc3ccccc3s2)CC1,90,99,42*,90,-8,102,96,89
Cc1ccc(C)c(S(=O)(=O)NCc2ccc(C(=O)N3CCC(Cc4ccccc4)CC3)cc2)c1,102,102,2,99,0,109,97,107
COc1ccc2nc(C)cc(SCC(=O)NNC(=O)COc3ccc(C)cc3)c2c1,102,103,0,91,15,100,100,99
O=C(C1=C(O)C(=O)N(CCN2CCOCC2)C1c1ccc(F)cc1)c1cc2ccccc2o1 (stereo unspecified),?,70[may fluoresce violet],4,?,-9,99,16*[may fluoresce violet],158[may fluoresce violet]
COc1ccc(-c2csc(NS(=O)(=O)c3ccc([N+](=O)[O-])cc3)n2)cc1,97,83,0,94,0,109,102,96
COc1ccc(-c2cc(C(=O)Nc3cc(OC)cc(C(=O)Nc4cccc(C(F)(F)F)c4)c3)[nH]n2)cc1,90,108,0,109,8,101,101,91
CCc1ccc(C(=O)Nc2ccc(S(=O)(=O)Nc3nc(C)cc(C)n3)cc2)o1,89,88,1,87,12,113,88,91
O=C(c1ccccc1)c1ccncc1,99,98,0,103,-17,122,102,101
Cc1ccc2[nH]c(=O)c(N3CCOCC3)c(-c3ccccc3)c2c1,94,102,1,92,-11,115,95,105
COC(=O)c1cc(C)sc1NC(=O)CN1CCN(C(=O)c2ccco2)CC1,100,93,0,102,9,101,109,100
CC1CCN(S(=O)(=O)c2ccc(NC(=O)CN3CCCC(C)C3)cc2)CC1 (stereo unspecified),103,98,1,97,5,96,102,106
COc1cccc(C2=NOC(C(=O)Nc3c(C)n(C)n(-c4ccccc4)c3=O)C2)c1 (stereo unspecified),102,102,3,92,5,104,98,101
Cc1ccc(CN2C(=O)CCC2C(=O)NC(C)C)cc1 (stereo unspecified),102,98,3,104,8,111,100,107
O=C(/C=C/c1cccc(Cl)c1)OCc1cn2cc(Cl)ccc2n1,91[may fluoresce red],106[may fluoresce red],3,94[may fluoresce red],5,80,?,94[may fluoresce red]
Cc1csc(NC(=O)c2ccc(S(C)(=O)=O)cc2)n1,106,96,2,107,-1,90,103,98
CCCc1cc(=O)oc2cc(OCC(=O)NC(Cc3c[nH]c4ccc(O)cc34)C(=O)O)c(Cl)cc12 (stereo unspecified),98,100,7,91,16,115,100,100
O=C(NCc1ccco1)C1CCN(S(=O)(=O)N2CCC3(CC2)OCCO3)CC1,96,95,0,95,-1,100,94,99
CCOc1ccc(NC(=O)CN(C)C(=O)c2cn(-c3ccc(F)cc3)nc2-c2cccc(OC)c2)cc1OCC,93,95,0,92,-3,100,90,94
COc1ccc(CCNC(=O)CSc2nc(-c3ccco3)cc(C(F)(F)F)n2)cc1OC,106,98,0,101,9,84,97,100

Next section:
SMILES,AGP1 TOR yeast,LAP4 TOR yeast,GRK2 aptamer HTS,CIT2-GFP yeast,VLA-4 inh,CR mimetic SO,RPL19A-GFP yeast,MEP2-GFP yeast
CC1CCN(CCOc2ccc(C(=O)c3ccccc3)cc2)CC1,102,94,0,101,14,100,104,106
Cc1cccc(C)c1NC(=O)C[n+]1cc(-c2ccccc2)n2c1CCC2,92,109,0,85,17,114,91,100
O=C(O)c1ccc(S(=O)(=O)c2ccc(Sc3ccc(C(=O)O)c(C(=O)O)c3)cc2)cc1,98,98,4,92,-1,112,101,106
O=C(Nc1ccccc1O)c1c(O)c2c([nH]c1=O)CCCC2,92,100,0,88,2,98,86,98
CSCCC(NC(=O)COc1ccccc1)C(=O)NCC1COc2ccccc2O1 (stereo unspecified),92,95,1,101,-8,107,90,100
CC(=O)Nc1ccc(NC(=O)C(OC(=O)c2ccccc2)C(OC(=O)c2ccccc2)C(=O)O)cc1 (stereo unspecified),100,95,5,93,2,115,97,98
Cc1ccccc1NC(=O)c1cccc(NC(=O)CCC(=O)O)c1,98,97,0,93,6,107,100,100
COc1ccc(NC(=O)N2CCNC(=O)C2CC(=O)Nc2ccc(F)cc2)cc1 (stereo unspecified),99,94,0,111,-3,/,100,96
O=C(Nc1cc(C(F)(F)F)ccc1-n1cncn1)c1ccc(Cl)cc1,87,100,2,98,2,96,94,94
Cc1ncc(CN2CCCC(CCC(=O)NCc3ccccc3F)C2)s1 (stereo unspecified),100,98,0,91,-1,96,98,100
CC(c1nnc(SCC(=O)Nc2cccnc2Cl)n1Cc1ccccc1)N(C)C (stereo unspecified),96,85,99*,94,13,94,101,105
O=C(Nc1nccs1)C1CCN(S(=O)(=O)c2cccs2)CC1,105,107,3,100,3,96,99,109
CS(=O)(=O)c1ncc(CO)n1Cc1ccccc1,97,94,0,102,11,86,101,106
COc1ccc(-c2cc(=O)oc3c(C)c(OC(C)C(C)=O)ccc23)cc1 (stereo unspecified),98,96,2,98,9,88,103,100
Cc1ccc(NC(=O)CSCC(=O)NC2=NCCS2)cc1,102,109,1,99,1,78,100,101
CC(=O)C1=C(O)C(=O)N(CCc2c[nH]c3ccccc23)C1c1ccc(C)cc1 (stereo unspecified),101,101,0,107,4,100,108,111
Cc1ccc(Cn2c(C(C)Nc3nc(-c4ccc(F)cc4)cs3)nc3cc(C(=O)NCCCO)ccc32)cc1 (stereo unspecified),109,99,2,101,1,92,102,104
CC1(c2nnc(-c3ccc(Cl)cc3)o2)CC(c2cccnc2)=NO1 (stereo unspecified),90,122,2,101,-13,95,98,88
O=C(C(=O)N1CCN(c2cccc(Cl)c2)CC1)c1cn(CC(=O)N2CCOCC2)c2ccccc12,104,99,3,104,6,132,103,102
CCOC(=O)c1[nH]c(C)c(C(=O)Nc2cccc(Cl)c2C)c1C,97,103,1,102,-9,119,99,103
Cc1ccc(C(=O)COC(=O)C(C)N2C(=O)C3C4C=CC(C4)C3C2=O)cc1 (stereo unspecified),93,91,4,92,3,94,101,102
O=C(Cc1ccc(Cl)cc1)Nc1cccc(C(=O)Nc2ccccc2C(=O)O)c1,103,97,0,104,12,115,103,106

Compound activity as filed in PubChem.

Rows were taken by chance. Share with any hit: about 1.7%.
